A549 viability = Nrf2 qHTS screen for inhibitors: counterscreen for cytotoxicity; A549 ARE-Fluc cells, CellTiter-Fluor viability, 18-24 h; Potency, µM (doses to about 46 µM), for the others: at the highest dose activity change, negative = cytotoxicity, actives largely listed as inhibitors; 390,000 compounds, 0.16% hits; also: potency is read from the fitted curve at half-maximal effect; % is scaled to controls: 0 for no effect and ±100 for the full control effect
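A549 ARE-Fluc cells in 5% FBS OPTI-MEM, 5000 cells/well, rested 2 h then exposed to compounds in concentration-response for 18-24 h at 37 °C. Viability by CellTiter-Fluor fluorescence (Ex 405/Em 525) after 30 min; luciferase luminescence (BugLite, 15 min, RT) read afterwards.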
Nrf2 inh = Nrf2 qHTS screen for inhibitors; 360,000 compounds, 2.1% hits; Potency, µM (highest dose often 46 µM), for inactives: at the highest dose activity change, negative = inhibition, most hits filed as inhibitors; AID 504444, 2011; A549 ARE-Fluc reporter, luciferase luminescence, 18-24 h; also: potency is read from the fitted curve at half-maximal effect; % is scaled to controls: 0 for no effect and ±100 for the full control effect; nearly all actives have a fitted effect of over 60% in size
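A549 ARE_Fluc cells (5000/well, 5% FBS OPTI-MEM) pre-incubated 2 h, then treated with compounds 18-24 h at 37C/5% CO2 in concentration-response. CellTiter-Fluor viability read first; BugLite luciferase luminescence after 15 min at room temperature gives Nrf2 activity.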
HepG2 viability = qHTS for Inhibitors of TGF-b: Cytotox Counterscreen; Potency, µM (series often up to 46.1 µM), for the others: at the highest dose activity change, negative = cytotoxicity, actives largely listed as cytotoxic; HepG2 CAGA-GFP viability, ATP luminescence, 18 h; 410,000 compounds, 0.76% hits; also: potency is read from the fitted curve at half-maximal effect; some results filed as inactive show a strong effect at the top dose
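HepG2 CAGA-GFP cells (1000/well, DMEM with 1% FBS) received compound, then TGF-beta at 500 pg/mL final, and were incubated 18 hours at 37 degrees C. Viability was read by CellTiter-Glo luminescence. Media-only wells were set as complete cell-killing and DMSO as no toxicity.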
ATXN viability = Viability Counterscreen for Primary qHTS for Inhibitors of ATXN expression. 400,000 compounds, 0.49% hits. S2 cells (HEK-293 line with an ATXN2-luciferase reporter) viability, CellTiter-Fluor protease fluorescence, 24 h. Potency, µM (highest dose often 56.7 µM), usual class: cytotoxic. AID 651635, 2014; also: potency is read from the fitted curve at half-maximal effect; nearly all actives have a fitted effect of over 40% in size
Nrf2 activator = qHTS of Nrf2 Activators; AREc32 ARE-luciferase reporter (MCF7-derived line), luminescence, 24 h; 410,000 compounds, 0.31% hits; Potency, µM (highest dose often 46.1 µM), for inactives: at the top dose activation, usual class: activators; also: potency is read from the fitted curve at half-maximal effect; % of control where 0% means no effect; nearly all actives have a fitted effect of over 65% in size
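Cells of the AREc32 ARE-luciferase line are plated in OPTI-MEM containing 5% FBS and left overnight at 37 deg C. Compounds are pinned in, incubation continues 24 hr, and firefly luciferase signal is then measured.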
MCF10A rerep = A quantitative high throughput screen for small molecules that induce DNA re-replication in MCF 10a normal breast cells; MCF 10A DNA re-replication, Hoechst nuclear intensity, 48 h; Potency, µM (highest dose often 46.1 µM), for inactives: top-dose activity, positive = re-replication, actives largely listed as activators; 350,000 compounds, 2.9% hits; AID 624296, 2012; also: potency is read from the fitted curve at half-maximal effect; % of control where 0% means no effect; nearly all actives have a fitted effect of over 50% in size
ATXN2 expr inh = Primary qHTS for Inhibitors of ATXN expression | HEK-293 ATXN2-luciferase reporter, luminescence, 24 h | Potency, µM (titrated, usually from 57 µM), for inactives: at the top dose activity change, negative = inhibition, most hits filed as inhibitors | 360,000 compounds, 0.72% hits; also: potency is read from the fitted curve at half-maximal effect; % is scaled to controls: 0 for no effect and ±100 for the full control effect; nearly all actives have a fitted effect of over 55% in size
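qHTS (up to 57 uM final) was run with 24 h compound exposure of reporter cells at 37 °C. Each well was multiplexed: SteadyGlo luminescence measured ATXN2-luciferase expression after a fluorogenic Gly-Phe-AFC viability readout (25 uM final).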
TGFb SMAD3 inh = qHTS for Inhibitors of TGF-b | HepG2 CAGA-GFP TGF-b/SMAD3 reporter, GFP fluorescence, 18 h; TGF-beta stimulated, 500 pg/mL final | Potency, µM (doses to about 46.1 µM), for the others: at the top dose activity, negative = inhibition, hits mostly inhibitors | 410,000 compounds, 1.2% hits; also: potency is read from the fitted curve at half-maximal effect; % is scaled to controls: 0 for no effect and ±100 for the full control effect; nearly all actives have a fitted effect of over 65% in size
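Cell-based qHTS in HEPG2 carrying a CAGA-GFP Smad reporter; compounds added before 500 pg/mL final TGF-beta, 18 h incubation at 37 degrees C, GFP fluorescence quantified per cell by imaging cytometry.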
IL-1B inflam inh = qHTS for Inhibitors of Inflammasome Signaling: IL-1-beta AlphaLISA Primary Screen. THP-1 LPS/ATP IL-1B secretion, AlphaLISA, 16 h; active compounds read low. activity change, % at 57.5 µM. 360,000 compounds, 4.7% hits; in the data active = activity change below about -50%; inconclusive = mostly about -30% to -49%; also: % is scaled to controls: 0 for no effect and ±100 for the full control effect
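Secreted IL-1B measured by AlphaLISA bead assay after 16 h compound exposure of THP-1 cells; compounds (final up to 57.5 uM) added 1 h before LPS (250 ng/mL) and ATP (1.25 mM) stimulation; lower signal means less secretion.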
* marks the source's active call; other numbers are inactive results; i = inactive; u = inconclusive; x = not tested or not shown; & = joins results of further samples; [ ] = another dose, or the depositor's remark. Unless noted, calls follow the shape of the dose curve; as a rule, active = well fitted curve in the direction sought with a large enough effect; inconclusive = small, poorly fitted or top-dose-only effect, or another doubt; inactive = no such curve, though single readings can be large; an effect the other way counts as inactive or inconclusive.

1) CCCCn1c(SCC(=O)NC2CC(C)(C)NC(C)(C)C2)nc2cc(S(N)(=O)=O)ccc21
2) O=CNc1cc(-c2cccc(F)c2)cn2c(-c3ccc(F)cc3)cnc12
3) Cc1ccc2c(c1)C(=O)OC(C(=O)Nc1ncc(Cc3ccccc3Cl)s1)C2 (stereo unspecified)
4) O=C1c2ccccc2C(=O)N1CCc1csc(-c2ccc(F)cc2)n1
5) Cn1nccc1C(=O)Nc1ccn(C23CC4CC(CC(C4)C2)C3)n1
6) CC1(C)CC(=O)C2=C(C1)NC(=O)CC2
7) Cc1ccc2oc3c(c(=O)c2c1)C1(C(=O)N(C)c2ccccc21)N(CCCO)C3=O (stereo unspecified)
8) Cc1ccc(NC(=O)c2ccc3snnc3c2)cc1Cl

Screen / compound no. | 1 | 2 | 3 | 4 | 5 | 6 | 7 | 8
HepG2 viability | 0% | -11% | 2% | -2% | 7% | 14% | -4% | -22%
IL-1B inflam inh | 5 | 2 | x | -10 | -12 | -2 | x | x
TGFb SMAD3 inh | 0% | u | 31% | 9% | 2% | 4% | u | -8%
MCF10A rerep | -4% | x | x | 4% | 8% | x | x | x
ATXN viability | i | i | i | i | i | i | i | i
Nrf2 activator | -0.6% | 10% | -0.7% | 3.4% | 4.5% | -0.6% | 0.1% | 0.2%
Nrf2 inh | 3% | x | -2% | u | -28% | x | -7% | u
A549 viability | 10% | x | -1% | -13% | -3% | x | -5% | -1%
ATXN2 expr inh | -19% | -30% | -19% | 1% | 19% | 13% | -1% | 11%

An excerpt from above in order of count of non-hydrogen atoms, smallest number first:
6) CC1(C)CC(=O)C2=C(C1)NC(=O)CC2
8) Cc1ccc(NC(=O)c2ccc3snnc3c2)cc1Cl
5) Cn1nccc1C(=O)Nc1ccn(C23CC4CC(CC(C4)C2)C3)n1
4) O=C1c2ccccc2C(=O)N1CCc1csc(-c2ccc(F)cc2)n1
3) Cc1ccc2c(c1)C(=O)OC(C(=O)Nc1ncc(Cc3ccccc3Cl)s1)C2 (stereo unspecified)
7) Cc1ccc2oc3c(c(=O)c2c1)C1(C(=O)N(C)c2ccccc21)N(CCCO)C3=O (stereo unspecified)
1) CCCCn1c(SCC(=O)NC2CC(C)(C)NC(C)(C)C2)nc2cc(S(N)(=O)=O)ccc21

Screen / compound no. | 6 | 8 | 5 | 4 | 3 | 7 | 1
HepG2 viability | 14% | -22% | 7% | -2% | 2% | -4% | 0%
IL-1B inflam inh | -2 | x | -12 | -10 | x | x | 5
TGFb SMAD3 inh | 4% | -8% | 2% | 9% | 31% | u | 0%
MCF10A rerep | x | x | 8% | 4% | x | x | -4%
ATXN viability | i | i | i | i | i | i | i
Nrf2 activator | -0.6% | 0.2% | 4.5% | 3.4% | -0.7% | 0.1% | -0.6%
Nrf2 inh | x | u | -28% | u | -2% | -7% | 3%
A549 viability | x | -1% | -3% | -13% | -1% | -5% | 10%
ATXN2 expr inh | 13% | 11% | 19% | 1% | -19% | -1% | -19%

(list continues)
9) O=C(NCC(F)(F)F)Nc1cccnc1
10) O=C(NCCc1nc(-c2ccccc2Cl)no1)C1CCCCC1
11) CCOc1ccc(N(CC(=O)N2CCc3ccccc32)S(=O)(=O)c2c(C)noc2C)cc1
12) COc1ccc(N(CC(=O)NCc2ccco2)S(C)(=O)=O)cc1OC
13) CCOc1ccc(NC(=O)c2ccc(NC(=O)CCS(=O)(=O)c3cccs3)cc2)cc1
14) CCOc1ccc(NC(=O)CN(C)C(=O)c2ccccc2-n2cnnn2)cc1OCC
15) Cc1ccc(/C=C2\CCn3c2nc2cc(C(=O)O)ccc2c3=O)c(C)c1
16) Clc1ccc(-n2ncc3c(NC4CCCC4)ncnc32)cc1

Screen / compound no. | 9 | 10 | 11 | 12 | 13 | 14 | 15 | 16
HepG2 viability | 36% | 3% | 5% | -21% | 4% | -3% | -35% | 4%
IL-1B inflam inh | -4 | 7 | -14 | 12 | x | 26 | 12 | x
TGFb SMAD3 inh | 24% | 2% | -5% | 9% | 11% | -1% | -2% | 18%
MCF10A rerep | -2% | -8% | 6% | -1% | x | -35%[inhibitor] | 13% | x
ATXN viability | i | i | i | i | i | i | i | i
Nrf2 activator | 0.1% | 1.7% | -0.8% | 0.3% | 6.4% | 2.0% | -0.2% | 0.1%
Nrf2 inh | x | 23% | -14% | -13% | u | 1% | u | x
A549 viability | -1% | 8% | -3% | -9% | -1% | -2% | 2% | 0%
ATXN2 expr inh | -7% | -1% | -9% | -9% | u | 7% | 3% | 27%

17) CN(c1ccccc1)S(=O)(=O)c1ccc(NC(=O)c2ccccc2C(=O)O)cc1
18) O=C(C[C@H]1C/C=C\CC[C@@H](Cc2ccc(F)cc2)C(=O)OC[C@H]2CCCN2C1=O)NCCO
19) COC(=O)c1ccccc1S(=O)(=O)NC(=O)c1ccccc1
20) CCCCCCC1CC(CCc2nc(=S)[nH][nH]2)C(=O)O1 (stereo unspecified)
21) COc1cccc(-c2cc(C(=O)Nc3cccnc3Cl)no2)c1
22) Cc1ccc(-c2cnc(C(O)c3cc(F)cc(Cl)c3)[nH]2)cc1 (stereo unspecified)
23) CCOc1ccc(-c2cc(NC(=O)c3c(F)cccc3F)c(C(=O)O)s2)cc1
24) C/C(=N\NC(=O)C1CC1)c1ccccc1O

Screen / compound no. | 17 | 18 | 19 | 20 | 21 | 22 | 23 | 24
HepG2 viability | 36% | 0% | -1% | 4% | 1%&5% | -15% | -9% | -4%
IL-1B inflam inh | -4 | -1 | -15 | 9 | -13 | 34 | -12 | 1
TGFb SMAD3 inh | 6% | 0% | 14% | -14% | -12%&-13% | u | -3% | -1%
MCF10A rerep | -1% | -9% | 5% | -2% | 0% | x | 15% | 6%
ATXN viability | i | i | i | i | i | i | u | i
Nrf2 activator | -0.4% | 0.0% | -0.3% | 4.2% | -0.6%&0.6% | -0.2% | -0.3% | 0.6%
Nrf2 inh | 16% | -8% | x | 9% | 25%&20% | x | u | 10%
A549 viability | 6% | -1% | -3% | -2% | 1%&1% | x | u | 2%
ATXN2 expr inh | -4% | -2% | -20% | 0% | 11%&7% | 2% | 0% | -8%

25) COc1ccc(N2C(=O)CC(N3CCC(c4nc5ccccc5[nH]4)CC3)C2=O)cc1 (stereo unspecified)
26) CSc1sc(-c2n[nH]c(=S)n2C)c2c1C=CCC2
27) O=C(NC(Cc1ccccc1)C(=O)O)/C(=C/c1cccc([N+](=O)[O-])c1)NC(=O)c1cccc(Br)c1 (stereo unspecified)
28) Cc1oc2c(C)c3oc(=O)c(CCC(=O)NCCCN4CCCC4=O)c(C)c3cc2c1C
29) Cc1ccc(NC(=O)c2cccc(OCc3c(C)noc3C)c2)cc1S(=O)(=O)Nc1ccccc1Cl
30) Cc1nc2nc[nH]n2c(=O)c1CC(=O)O
31) CC(C)CNS(=O)(=O)c1ccc(S(=O)(=O)N2CCC(N3CCCCC3)CC2)cc1
32) O=C(N=Nc1c(O)[nH]c2ccccc12)Nc1ccccc1

Screen / compound no. | 25 | 26 | 27 | 28 | 29 | 30 | 31 | 32
HepG2 viability | -22% | 21% | 1% | -4% | -9% | 3% | -6% | -23%
IL-1B inflam inh | 13 | 5 | 20 | u | -10 | 3 | 8 | -25
TGFb SMAD3 inh | 0% | -15% | 20% | 3% | u | 20% | -15% | -13%
MCF10A rerep | -1% | 2% | -3% | 9% | u | -16% | -1% | 0%
ATXN viability | i | u | i | i | i | i | i | i
Nrf2 activator | 0.0% | 0.4% | -0.7% | 0.6% | 4.2% | -0.4% | 0.0% | -0.5%
Nrf2 inh | -8% | -5% | -4% | u | u | 0% | 0% | u
A549 viability | -6% | -3% | -21% | 3% | -10% | 2% | 1% | 0%
ATXN2 expr inh | 2% | 4% | -3% | -16% | -6% | 5% | -5% | 51%[activator]

33) Cc1noc(NS(=O)(=O)c2ccc(NC(=O)COc3ccc(Cl)cc3Cl)cc2)c1C
34) CC(C)(C)c1cc(C(=O)NN)n(Cc2ccc(F)cc2)n1
35) CC(=O)c1c(C)[nH]c(C(=O)Nc2cccc(S(=O)(=O)N3CCOCC3)c2)c1C
36) O=C1/C(=C/c2ccc(F)cc2)SC(=S)N1Nc1ncc(C(F)(F)F)cc1Cl
37) CCN(C[C@H]1N[C@@](C)(C(=O)OC)[C@H]2C(=O)N(C)C(=O)[C@@H]12)C(=O)Nc1ccc(C)cc1
38) O=C(O)/C=C/C(=O)N(Cc1ccc2c(c1)OCO2)C1CC(=O)N(CCc2ccccc2)C1=O (stereo unspecified)
39) CCOC(=O)c1csc(NC(=O)c2ccccc2)n1
40) CCn1c(COc2ccccc2)nnc1SCC(=O)c1cccc([N+](=O)[O-])c1

Screen / compound no. | 33 | 34 | 35 | 36 | 37 | 38 | 39 | 40
HepG2 viability | -26% | -9% | -23% | -16% | -16% | 17% | -17% | -13%
IL-1B inflam inh | 5 | 44 | 67 | -11 | 0 | -7 | -4 | -11
TGFb SMAD3 inh | 0% | -1% | -26% | -18% | -18% | 8% | -1% | -15%
MCF10A rerep | -1% | 17% | u | 3.7µM* | -2% | -1% | -2% | 1%
ATXN viability | u | x | i | i | i | i | i | i
Nrf2 activator | -0.6% | 0.6% | 24% | 2.3% | -0.9% | -0.6% | 1.9% | 0.8%
Nrf2 inh | -25% | -19% | u | u | 9% | -13% | u | -8%
A549 viability | -8% | -1% | -10% | u | 4% | -5% | 7% | -1%
ATXN2 expr inh | -15% | x | 87%[activator] | -8% | 8% | x | 36% | -9%

Source: PubChem BioAssay
